TRPML3 ag: human mucolipin-3 channel agonism; HEK293 TRPML3-YFP, Fluo-8 calcium fluorescence; 100% = the carbachol control signal; 220,000 tested, 0.29% active; AID 1448; Q8TDD5; activation, % at 3 µM;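 active = activation above its plate's cutoff, the mean activation of the plate's test wells plus 3 SD, cut at about 12% in these data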;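 note: 0% = DMSO only wells and 100% = carbachol wells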
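Test system: TRPML3-YFP stable HEK293 cells. Doses: single point at 3 µM. Incubation: dye loading 1 h 37 °C then 30 min ambient, 125 s read. Signal: Fluo-8 calcium dye fluorescence, ex 470-495, em 515-575 nm. Measure: percent activation from peak-to-basal fluorescence ratio, scaled between DMSO and carbachol.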
PPC-1+TRAIL kill: PPC-1 cancer cell killing with TRAIL present | PPC-1 cells + TRAIL, ATPLite viability luminescence | cell killing (% activity), % at 4 µM | 220,000 tested, 0.41% active;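 active = cell killing above 50% in the first pass at 4 µM, then a duplicate retest at 5 µM averaging 50% or more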;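 note: plate controls were cells with TRAIL plus DMSO for no effect and medium-only wells lacking cells for full effect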
NCF1 inh: blocks human p47phox regulatory protein of NADPH oxidases | AID 1274 | P14598 | 220,000 tested, 0.53% active | p47phox/p22phox peptide binding, fluorescence polarization, 2 h | inhibition, % at 24.7 µM;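 active = inhibition above about 30%, limit read from the data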;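 note: 0% = p47phox with labelled peptide and 100% = labelled peptide alone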
Target sequence (P14598 whole entry, looked up): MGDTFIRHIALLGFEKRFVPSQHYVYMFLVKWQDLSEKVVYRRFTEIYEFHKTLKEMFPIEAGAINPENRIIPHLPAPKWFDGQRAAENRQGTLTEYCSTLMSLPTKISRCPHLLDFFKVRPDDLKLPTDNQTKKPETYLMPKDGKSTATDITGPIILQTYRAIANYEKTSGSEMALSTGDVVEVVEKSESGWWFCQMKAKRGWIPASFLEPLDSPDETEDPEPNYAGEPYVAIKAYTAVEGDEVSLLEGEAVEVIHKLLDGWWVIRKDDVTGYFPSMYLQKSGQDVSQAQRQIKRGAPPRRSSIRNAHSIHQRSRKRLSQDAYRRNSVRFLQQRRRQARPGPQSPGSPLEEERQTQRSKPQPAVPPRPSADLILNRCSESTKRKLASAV
EBV gp42 inh: blocks Epstein-Barr virus glycoprotein 42 binding | 220,000 tested, 0.42% active | Fluorescence polarization binding assay, mP read-out | inhibition, % (tested at 21.74 µM) | Q1HVG2 | AID 1085; in the data active = inhibition above about 50%
Target sequence (Q1HVG2 whole entry, looked up): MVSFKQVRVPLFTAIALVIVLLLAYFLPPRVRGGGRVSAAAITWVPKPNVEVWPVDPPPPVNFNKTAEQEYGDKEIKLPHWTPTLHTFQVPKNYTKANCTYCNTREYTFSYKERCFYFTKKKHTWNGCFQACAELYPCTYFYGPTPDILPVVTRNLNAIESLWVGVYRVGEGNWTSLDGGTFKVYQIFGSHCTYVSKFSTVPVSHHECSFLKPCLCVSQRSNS
CHOP inh: CHOP inhibition in unfolded protein response. inhibition, % at 10 µM. 220,000 tested, 3.8% active. CHO-K1 CHOP-promoter luciferase, tunicamycin-induced, 15-18 h;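 active = compounds that reduced the stress-induced luciferase reporter signal by more than about 70% of percent inhibition, limit read from the data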;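 note: 0% = tunicamycin plus vehicle and 100% = wells without tunicamycin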
TRPN1 ag: activates the zebrafish TRPN1 channel | HEK293 zebrafish TRPN1-YFP, Fluo-8 calcium fluorescence; 100% = response to 87 µM carbachol | activation, % at 3 µM | 220,000 tested, 0.18% active | AID 1424;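 active = activation above its plate's cutoff, the mean activation of test wells on that plate plus 3 SD, cut at about 19% in these data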;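 note: 0% = DMSO alone and 100% = 87 µM carbachol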
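Material – zebrafish TRPN1-YFP in HEK293 cells · Doses – 3 µM single point · Schedule – dye 1 h 37 °C plus 30 min RT · Signal – Fluo-8 calcium fluorescence, excitation 470-495 nm, emission 515-575 nm · Read-out – % activation versus carbachol response · Control set – carbachol high, DMSO low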
MDM2 E3 inh: inhibitors of human Mdm2 E3 ubiquitin ligase; Q00987; cell-based MDM2 ubiquitination luciferase reporter, 2 h; 0 = plate control, 100 = twice control, blank-subtracted; signal enhancement, % at 5 µM; 210,000 tested, 0.11% active; AID 1230;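 active = signal enhancement of 30% or more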;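 note: luminescence tracks abundance of the self-degrading MDM2-luciferase fusion protein; higher signal means inhibition of MDM2 E3 ligase activity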
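System: stable MDM2–luciferase fusion reporter cells / Input: 2000 cells seeded into each well / Schedule: 4 h settle plus 2 h compound, 37 °C / Compound: single-point 5 µM / Buffer or medium: cells held in DMEM / Benchmarks: control and blank well means / Evaluation: percent signal gain over controls, blank-subtracted / Measured by: luciferase luminescence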
TNF death inh: inhibitors of TNF-alpha induced necroptosis in Jurkat FADD-/- cells; 220,000 tested, 0.068% active; activation (protection from cell death), % at 10 µM; Jurkat FADD-/- TNF necroptosis rescue, ATP luminescence, 24 h; 0 = TNF only, 100 = no-TNF cells; AID 463075;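 active = activation, meaning protection from cell death, of at least 50% relative to plate controls; inactive = activation below 50%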;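 note: necroptosis triggered by 40 ng/mL TNF-alpha added together with compound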
Runt-SMMHC FRET: blocks binding of human RUNX1 Runt domain to CBFb-SMMHC; Cerulean-Runt/Venus-CBFb-SMMHC FRET ratio 530/480, 1 h; inhibition, % at 20 µM; Q01196+Q13951; AID 1434; 220,000 tested, 0.74% active;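 active = mean inhibition across duplicate retests at 20 µM reaching about 50%, limit read from the data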;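 note: 0% = DMSO wells and 100% = wells with excess untagged CBFb-SMMHC; inhibitors lower the FRET ratio by blocking Runt binding to CBFb-SMMHC; some results filed as inactive read as strong as hits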
An asterisk follows results filed as active; x = no result given.

Each structure is followed by: TRPML3 ag | PPC-1+TRAIL kill | NCF1 inh | EBV gp42 inh | CHOP inh | TRPN1 ag | MDM2 E3 inh | TNF death inh | Runt-SMMHC FRET
Cn1cc(S(=O)(=O)N2CCN(C(=O)c3ccco3)CC2)c(=O)n(C)c1=O
 : -0.3 | 22 | 10 | -17 | 7 | 2.2 | -13 | 1.6 | -4
O=C(Oc1c(-c2ccccc2Cl)oc2ccccc2c1=O)c1ccc(Cl)cc1
 : 0.6 | 13 | -13 | -7 | 7 | -1.7 | -18 | -0.4 | -8
Cc1ccc(SC(=O)COc2ccccc2C)cc1
 : 1.0 | -4 | -2 | 7 | 75* | 2.6 | -2 | -3.3 | 0
COc1ccc(CCN(/C=C2\Sc3ccccc3C2=O)C(C)=O)cc1OC
 : -0.2 | 5 | -34 | -12 | 15 | 0.5 | -5 | -8.9 | 13
CCOc1cc(/C=N/NC(=O)CN2CCOCC2)ccc1OCc1ccccc1
 : 0.3 | 18 | -24 | 5 | 26 | 0.1 | -5 | 1.3 | 1
CCc1ccc(NC(=O)CSc2n[nH]c(C)c2[N+](=O)[O-])cc1
 : 1.1 | 5 | -84 | -14 | 2 | 1.3 | -7 | 0.2 | -1
O=C(CN1CCC(NC(=O)c2cccc(F)c2)CC1)NCc1cccs1
 : -0.6 | 8 | -9 | 2 | -2 | 0.5 | x | -0.3 | 2
COc1ccc(CNC(=O)C(c2ccco2)N(C(=O)Cc2cccs2)c2cccnc2)cc1 (configuration not stated)
 : 0.7 | -2 | -10 | -2 | 4 | 0.2 | -9 | -2.6 | -2
CCOC(=O)C1=C(c2ccccc2)Nc2c(c(=O)n(C)c(=O)n2C)C1c1ccc(O)c(OC)c1 (configuration not stated)
 : 0.4 | 12 | -10 | -3 | 22 | -0.5 | 4 | -0.4 | 1
CCOC(=O)c1c(C)n(C)c2cc(Br)c(OC)cc12
 : -0.9 | 0 | -2 | 2 | 26 | -0.9 | -2 | 0.8 | -3
CCCCCCC(=O)N1CCCC(c2nc(-c3cccc(OC)c3)no2)C1 (configuration not stated)
 : -0.3 | 10 | 6 | -9 | 60 | -1.2 | x | 2.0 | -1
COc1ccc(C(=O)N2CCCCC2)cc1S(=O)(=O)Nc1ccccc1
 : 1.4 | 32 | -14 | -19 | 35 | 2.0 | -7 | -0.7 | 2
O=C(O)CCC(=O)N1N=C(c2ccc(Br)cc2)CC1c1cccs1 (configuration not stated)
 : 0.4 | 6 | 6 | 7 | -4 | 0.1 | -3 | -0.3 | -4
CCOC(=O)N1CCC(NC(=O)c2cc3c(=O)n(C)c4ccccc4c3n2C)CC1
 : -0.1 | -8 | -2 | 3 | -33 | 1.9 | -9 | -3.1 | 2
CCOC(=O)c1[nH]c2ccc(OC)cc2c1NC(=O)CN1CCN(c2ccccn2)CC1
 : 0.1 | 11 | -8 | -2 | -46 | -0.4 | -8 | -2.5 | 11
CC(=O)Nc1cccc(C(=O)OCC(=O)NCc2ccc(F)cc2)c1
 : 2.1 | 3 | -4 | -10 | 8 | 1.1 | -18 | 0.4 | 3
CCOc1cc(-c2nc3cc(C)ccn3c2NCC2CCCO2)ccc1O (configuration not stated)
 : 0.0 | -13 | -9 | -12 | -9 | 0.0 | -10 | -6.0 | -3
Cc1ccc(-n2nnnc2SC(C)C(=O)NCC(=O)Nc2ccc(F)c(F)c2F)c(C)c1 (configuration not stated)
 : -0.5 | 12 | -27 | -13 | 41 | -1.6 | 0 | 1.0 | -4
O=C(/C=C/c1ccccc1)NC(=S)NNC(=O)Cc1cccs1
 : 1.5 | 24 | -4 | 8 | 104* | 2.5 | -12 | -0.3 | 5
COc1ccc(/C=N/NC(=S)NC2CCS(=O)(=O)C2)cc1OC (configuration not stated)
 : 0.6 | 18 | -3 | -19 | 41 | -0.2 | -27 | -2.2 | -1
NC(=O)c1ccsc1NC(=O)c1coc2ccccc2c1=O
 : -0.1 | 29 | -17 | 3 | -10 | -1.4 | -21 | -2.0 | 3
COc1cccc(/C=C/c2nc3c(cnn3-c3ccccc3)c(=O)[nH]2)c1
 : 0.7 | 0 | -10 | -9 | 50 | 1.6 | -4 | 0.5 | -2
COc1ccc2c(c1)N(C(=O)CN1C(=O)C3CCCCC3C1=O)C(C)(C)C=C2C (configuration not stated)
 : 4.1 | 7 | 0 | -3 | 13 | -1.6 | -9 | -1.5 | 2
Cc1cccc(OCc2nnc(NC(=O)c3cccs3)s2)c1
 : 1.2 | 10 | -10 | -17 | 17 | 0.5 | -24 | 1.7 | -2
CCOC(=O)c1nc(-c2ccc(OC)c(OC)c2)cnc1C#N
 : 1.0 | 20 | -1 | -9 | 0 | -0.9 | -12 | 0.8 | 16
Cc1nc([N+](=O)[O-])c(C(=O)OCc2ccccc2F)n1C
 : 0.1 | -41 | -11 | -13 | 15 | 0.2 | 4 | 0.1 | 2
COc1ccc(-c2n[nH]c(=S)n2-c2cc(OC)ccc2OC)cc1
 : 0.6 | 0 | 1 | -3 | -1 | 2.5 | x | -1.1 | 9
CCCCCCN(C(=O)CCCCCN1C(=O)NC(c2ccccc2)C(C(=O)OCc2ccccc2)=C1C)C(C(=O)NCCCC)c1ccc(OCC(=O)OC)c(C(=O)OC)c1 (configuration not stated)
 : x | 7 | -17 | -14 | -3 | x | 1 | -3.9 | -7
COc1ccc(/C=C/C(=O)NC2=NCCS2)cc1OC
 : 1.0 | 15 | -3 | 1 | -22 | 2.5 | -17 | 4.0 | 2
Cc1c(NS(=O)(=O)c2ccc(Cl)c(C(=O)OC(C)C(=O)NCc3ccco3)c2)c(=O)n(-c2ccccc2)n1C (configuration not stated)
 : 0.5 | 10 | -11 | -9 | 18 | -0.5 | -3 | 1.8 | -3
COc1ccc(C)cc1S(=O)(=O)N(C)CC(=O)N1CCCCC1
 : 0.0 | x | -7 | -9 | 9 | -0.3 | -3 | 0.0 | x
CC1(c2ccccc2Cl)NC(=O)N(CC(=O)NCc2ccco2)C1=O (configuration not stated)
 : 0.2 | -10 | 7 | -7 | 30 | 0.3 | -9 | 0.9 | 2
CCn1ccnc1CN1CCN(CC(C)C)C(CCO)C1 (configuration not stated)
 : 0.6 | 12 | 4 | -2 | 7 | 0.2 | -3 | -0.5 | 2
CC(C)(C)c1nnc2sc(SCC(=O)c3cccs3)nn2c1=O
 : 0.4 | 7 | -20 | -15 | 0 | 1.5 | -13 | -12 | 4
CCOC(=O)N1CCN(C(=O)COc2cccc3c2CCN(Cc2ccccc2C)C3=O)CC1
 : -0.6 | -4 | -8 | -14 | 16 | 2.9 | -10 | -3.1 | -6
Cc1ccc(NC(=O)c2cnn(-c3ccccc3)c2NC(=O)c2ccco2)cc1
 : 0.6 | 4 | -36 | -32 | -5 | -0.1 | -12 | 1.6 | 4
O=C(Nc1cc(Cl)ccc1Cl)N1CCCC1
 : 0.6 | 0 | 6 | -5 | 5 | -0.6 | -5 | 1.4 | 2
Nc1cc(=O)[nH]c(SCC(=O)N2CCCCC2)n1
 : 0.1 | 14 | 4 | -25 | 4 | -1.0 | -16 | 0.3 | 1
CN(C)CCn1c2ccccc2c2nc3ccc([N+](=O)[O-])cc3cc21
 : 0.6 | 14 | 13 | 1 | 61 | 0.9 | -29 | -27 | 3
O=C(CC(c1ccccc1)c1ccccc1)Nc1ccc(Cl)cn1
 : 0.3 | 22 | -9 | 0 | 78* | -1.4 | -15 | -7.8 | -8
Cc1ccc(C(=O)Nc2ccccc2C(=O)NC2CCCCC2)cc1S(=O)(=O)N1CCOCC1
 : 0.2 | 36 | -1 | -4 | 36 | 0.8 | -26 | 1.1 | 2
COc1ccccc1NC(=O)CSc1ccc2nnc(-c3ccncc3)n2n1
 : 0.9 | -2 | -2 | -18 | -4 | 1.9 | 0 | -0.9 | -1
O=[N+]([O-])c1ccc(-c2cnc(NO)nc2)cc1
 : 1.2 | 9 | -11 | -7 | 13 | -1.0 | -1 | 2.5 | 2
COc1cccc(NC(=O)CN2C(=O)NC(C)(CCC(C)C)C2=O)c1 (configuration not stated)
 : 1.1 | 16 | -6 | -16 | -7 | 0.6 | -3 | -0.7 | -3
NCCCC[C@H]1CN=C(N)N1CCC12CC3CC(CC(C3)C1)C2
 : x | 1 | 4 | 8 | -6 | x | 3 | 1.6 | 3
CCN1CCN(Cc2ccc(NC(=O)c3ccc(C)c(NC(=O)c4csc(-c5ccncc5)n4)c3)cc2C(F)(F)F)CC1
 : x | 34 | 19 | -16 | 8 | x | 17 | -4.3 | -4
Cc1cc(C)nc(N2CCN(C(=O)CCC(=O)Nc3nnc(CC(C)C)s3)CC2)n1
 : -0.1 | 15 | -2 | -11 | 2 | 0.3 | -10 | -0.3 | -1
Cc1occc1C(=O)NCCCCNC(=O)c1ccoc1C
 : 0.3 | -13 | -4 | -11 | 6 | 0.5 | -16 | -0.2 | -1
CCCCn1c(SCC(=O)Nc2nnc(C)s2)nc2c1c(=O)n(C)c(=O)n2C
 : -0.4 | 0 | 2 | -12 | -20 | -0.4 | x | -0.9 | 1
COc1ccc(NC(=O)c2ccc(COc3ccccc3OC)o2)cc1OC
 : -0.3 | 11 | -16 | -32 | 5 | 0.7 | x | 0.7 | -5
CCOCCn1c(CN2CCc3ccccc3C2)nc2c1c(=O)n(C)c(=O)n2C
 : 0.7 | 4 | -12 | -11 | -7 | 1.4 | -13 | -0.9 | 0
Cc1nc(Cl)sc1C(=O)Nc1cccc2ccccc12
 : -0.1 | 16 | -7 | -20 | -2 | -2.0 | -3 | -2.4 | 0
O=C(N/N=C/c1ccc2c(c1)OCO2)c1ccc(NS(=O)(=O)c2cccs2)cc1
 : 0.3 | 24 | -8 | -5 | -4 | -1.0 | -42 | 0.8 | -1
Cc1ccc(NC(=O)Nc2cc(-c3ccccc3)nn2C)cc1Cl
 : 0.4 | 15 | -16 | 2 | 8 | 0.7 | 0 | 2.3 | -49
NS(=O)(=O)c1ccc(-c2ccc(/C=N/Nc3ccc(C(=O)O)cc3)o2)cc1
 : 0.1 | 11 | -28 | -24 | -11 | 3.1 | -9 | -0.3 | 80
Cc1ccnc2nc(C(=O)OCC(=O)N(CC(C)C)CC(C)C)nn12
 : 0.5 | 29 | -6 | -6 | 2 | 0.9 | -1 | 0.1 | 0

Source: PubChem
